Assay outcomes: PubChem, several laboratories
H69AR inhibit: blocks growth of human H69AR lung tumor cells; AID 598; viability, % at 10 µM; H69AR lung tumor viability, ATP luminescence, 72 h; stronger effect = lower value; 85,000 tested, 6% active;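 active = viability at or below 40%; inactive = viability above 40%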;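 also: multidrug resistant small cell line overexpressing MRP-1 efflux transporter; 100% = mean luminescence of untreated control wells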
CD11b adhes inh: blocks human CD11b/CD18 adhesion to fibrinogen; P05107+P11215; K562 CD11b/CD18 adhesion to fibrinogen, ATPlite luminescence; Mn2+ added to activate the integrin; inhibition, % at 10 µM; 93,000 tested, 0.54% active; AID 1497;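 active = primary inhibition of 50% or more at 10 µM, then 40% or more on retest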; also: some results filed as inactive read as strong as hits
Target sequence (P05107 whole entry, looked up, other chains not shown): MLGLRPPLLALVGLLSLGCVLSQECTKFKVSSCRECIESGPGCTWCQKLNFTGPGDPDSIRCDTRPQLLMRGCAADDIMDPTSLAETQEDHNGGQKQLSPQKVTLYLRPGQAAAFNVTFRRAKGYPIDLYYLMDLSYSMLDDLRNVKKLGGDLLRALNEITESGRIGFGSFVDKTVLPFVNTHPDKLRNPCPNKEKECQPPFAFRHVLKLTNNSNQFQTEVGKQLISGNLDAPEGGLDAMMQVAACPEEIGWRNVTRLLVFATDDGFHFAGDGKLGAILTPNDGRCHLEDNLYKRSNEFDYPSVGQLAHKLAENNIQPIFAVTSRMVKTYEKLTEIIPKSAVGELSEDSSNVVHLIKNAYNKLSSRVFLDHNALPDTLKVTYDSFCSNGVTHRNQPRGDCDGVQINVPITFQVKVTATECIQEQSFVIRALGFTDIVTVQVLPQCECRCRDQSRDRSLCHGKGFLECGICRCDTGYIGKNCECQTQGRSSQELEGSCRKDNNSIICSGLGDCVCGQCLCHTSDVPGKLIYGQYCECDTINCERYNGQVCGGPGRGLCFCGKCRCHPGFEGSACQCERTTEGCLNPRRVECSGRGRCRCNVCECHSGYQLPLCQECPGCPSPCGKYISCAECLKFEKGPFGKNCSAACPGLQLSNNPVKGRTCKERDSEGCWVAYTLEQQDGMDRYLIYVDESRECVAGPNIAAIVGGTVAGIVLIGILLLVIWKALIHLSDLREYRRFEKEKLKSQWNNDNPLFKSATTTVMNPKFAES
Lung fibro prol: blocks proliferation of human lung fibroblasts. viability, % at 10 µM. LL 47 human lung fibroblast viability, ATP luminescence; stronger effect = lower value. 85,000 tested, 1.1% active;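 active = viability at or below 50% in the single dose screen; inactive = viability above 50%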;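 also: compound exposure lasted 72 h before the ATP readout; 100% = median luminescence of untreated cell-only wells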
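Signal: luminescent ATP detection, CellTiter-Glo; assay system: LL 47 human lung fibroblasts; input: 1,150 cells/well; incubation: overnight cell rest, 72 h compound treatment at 37 °C; measure: % viability versus median cells-only luminescence; medium: IMEM growth medium with 15% fetal bovine serum; dosing: compound addition at 0.1% DMSO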
Mac1 fbg enh: increases human CD11b/CD18 adhesion to fibrinogen; activation, % at 10 µM; 93,000 tested, 0.07% active; K562 CD11b/CD18 adhesion to fibrinogen, ATPlite luminescence; P05107+P11215; AID 1499;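 active = 10 µM primary screen giving 50% or more activity, confirmed by 40% or more on retest at that dose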; also: strong numbers were not always called active
CYP2C19 activ: increases human CYP2C19 enzyme activity; P33261; recombinant CYP2C19, luciferin-H EGE luminescence; stronger effect = higher value; 0 = fully inhibited enzyme, 1 = untreated enzyme; activation factor at 5 µM; 96,000 tested, under 10 active; AID 1025;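 active = activation factor of at least 2 at 5 µM in the primary screen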;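 also: 0 = wells with 2.5 mM tranylcypromine and 1 = vehicle-only wells; values of inactives mirror those of a sister screen read the other way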
ERa SRC1 pot: ER-alpha (human) coactivator binding potentiation | 86,000 tested, 1.3% active | coactivator binding (% of control), % at 25.6 µM | P03372 | AID 639 | TR-FRET ERalpha-LBD/SRC-Cy5 coactivator binding, 2 h; 100 = basal binding, no effect; in the data active = activity above about 200%;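 also: binding measured in presence of low estradiol as agonist stimulus; 0% = peptide alone without receptor and 100% = receptor with peptide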
HUVEC inhibit: human endothelial cell proliferation inhibition; HUVEC proliferation, CellTiter-Glo luminescence, 72 h; stronger effect = lower value; viability, % at 10 µM (by protocol); 86,000 tested, 1.1% active; AID 648;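 active = viability at or below 30%; inactive = viability above 30%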;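 also: 100% = median luminescence of DMSO-only cell control wells on each plate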
CYP2C19 inhib: human CYP2C19 inhibition; CYP2C19 Supersomes, luciferin-H EGE luminescence, 30 min; 96,000 tested, 21% active; AID 778; P33261; inhibition, % at 5 µM;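 active = CYP2C19 inhibition above a set limit at 5 µM in the primary screen, cut at about 50% in these data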;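 also: plate controls were negative control wells for no effect and 2.5 mM tranylcypromine positive control for full effect; values of inactives mirror those of a sister screen read the other way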
ERa SRC1 inh: blocks coactivator binding to human estrogen receptor alpha; P03372; TR-FRET ER-alpha LBD / SRC-1 peptide, estradiol-bound; inhibition, % at 25.6 µM; 86,000 tested, 1.7% active; AID 629; in the data active = inhibition above about 50%;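 also: 0% = receptor plus peptide control and 100% = peptide only without receptor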
An asterisk follows results filed as active; x = no result given; [ ] = another dose, or the depositor's remark.

compound | H69AR inhibit | CD11b adhes inh | Lung fibro prol | Mac1 fbg enh | CYP2C19 activ | ERa SRC1 pot | HUVEC inhibit | CYP2C19 inhib | ERa SRC1 inh
COc1ccc(C(C)(C)C)cc1NC(=O)C1C2C=CC(C2)C1C(=O)O (stereo not drawn) | 83 | -9 | 97 | -1 | 0.8 | 106 | 88 | 16 | 1
O=C(Cc1cccs1)N(Cc1ccco1)C1(C(=O)NC2CCCC2)CCCCC1 | 91 | -6 | 96 | 1 | 0.6 | 93 | 100 | 45 | -10
Cc1cccc(Oc2ccccc2NC(=O)c2cnccn2)c1 | 85 | -38 | 94 | -3 | 1.1 | 111 | 106 | -9 | 5
CCOc1cc(N2CCOCC2)c(OCC)cc1NC(=O)Cn1[nH]c(=O)c2ccccc2c1=O | 74 | x | 92 | x | x | 99[fluorescence artefact?] | 81 | x | 49[fluorescence artefact?]
Cc1cc(C)n(-c2ccc(C(=O)OCC(=O)N(CC(C)C)C3CCS(=O)(=O)C3)cc2)n1 (stereo not drawn) | 75 | -1 | 100 | 0 | 0.9 | 92[fluorescence artefact?] | 84 | 6 | -16
CN(C(=O)Nc1ccc(Cl)cc1)c1c2c(nn1C)CCCC2 | x | -7 | x | -1 | 0.6 | x | x | 42 | x
COC(=O)c1cccnc1SCc1ccccc1 | 93 | x | 97 | x | x | 117 | 87 | x | -3
COc1ccccc1OCc1nc(C#N)c(NCc2ccco2)o1 | 75 | -1 | 99 | -2 | 0.3 | 105[fluorescence artefact?] | 104 | 74* | 10
c1ccc(CSc2ncn(-c3ccccc3)n2)cc1 | 88 | 0 | 105 | -2 | 0.1 | 117 | 107 | 85* | -10
COc1cc(C(=O)Nc2ccc(S(=O)(=O)NC(C)(C)C)cc2)cc(OC)c1OC | 87 | 8 | 86 | 2 | 1 | 99 | 75 | 4 | -4
Clc1ccc(SCc2cc(-c3ccc(Cl)cc3)on2)cc1 | x | 19 | x | -2 | 1 | x | x | 2 | x
CCCNC(=O)CCNC(=O)c1ccc(C(C)(C)C)cc1 | 84 | -1 | 95 | -6 | 0.9 | 99 | 89 | 13 | 12

Next section; the last 3 above are carried over.
compound | H69AR inhibit | CD11b adhes inh | Lung fibro prol | Mac1 fbg enh | CYP2C19 activ | ERa SRC1 pot | HUVEC inhibit | CYP2C19 inhib | ERa SRC1 inh
COc1cc(C(=O)Nc2ccc(S(=O)(=O)NC(C)(C)C)cc2)cc(OC)c1OC | 87 | 8 | 86 | 2 | 1 | 99 | 75 | 4 | -4
Clc1ccc(SCc2cc(-c3ccc(Cl)cc3)on2)cc1 | x | 19 | x | -2 | 1 | x | x | 2 | x
CCCNC(=O)CCNC(=O)c1ccc(C(C)(C)C)cc1 | 84 | -1 | 95 | -6 | 0.9 | 99 | 89 | 13 | 12
CCCCS(=O)CC(CS(=O)CCCC)OC(=O)c1ccc(C)cc1 (stereo not drawn) | 99 | x | 94 | x | 1.1 | 129 | 98 | -7 | 1
CCCOc1ccc(C2C(=O)N(C3CCCCC3)CC(=O)N2CCC)cc1OC (stereo not drawn) | 73 | -8 | 96 | -8 | 1 | 100 | 97 | -1 | -1[fluorescence artefact?]
CCOC(=O)N1CCC(NC(=O)C2CCN(S(=O)(=O)c3cccc4cccnc34)CC2)CC1 | 96 | 43 | 96 | -5 | 1.1 | 98 | 91 | -6 | -2
CCOc1ccc(-n2cc(C(=O)Nc3cccc(Cl)c3)c3cc(OC)c(OC)cc3c2=O)cc1 | 101 | -26 | 66 | 16 | 0.6 | 122 | 83 | 36 | -4
CC1CCN(C(=O)CSc2nnc(-c3ccc(S(=O)(=O)N4CCOCC4)cc3)n2C)CC1 | 103 | x | 106 | x | x | 125 | 106 | x | -2
Cc1cccc(CCNC(=O)CCc2c(C)nc3ncnn3c2C)c1 | 100 | -12 | 100 | -7 | 0.9 | 87 | 102 | 7 | -2
COc1cc2c(cc1OC)CN(C(=O)CSc1nc(C)cc(C)c1C#N)CC2 | 72 | x | 100 | x | x | 105 | 108 | x | -2
CCOc1ccc(N2C(=O)CC(Sc3nc(C)cc(C)c3C#N)C2=O)cc1 (stereo not drawn) | 91 | 8 | 103 | -4 | 1 | 117 | 110 | 2 | 2
O=C(CCN1C(=O)c2ccccc2C1=O)NCCN1CCOCC1 | 90 | -13 | 104 | 2 | 1.2 | 93 | 94 | -17 | 8
O=C(NCCN1CCOCC1)c1cc2c(=O)n3ccccc3nc2n1Cc1ccccc1 | 78 | -20 | 98 | 5 | 0.5 | 114 | 95 | 55* | 11
CC(C)(C)C1CCc2onc(C(=O)NC3CCCC3)c2C1 (stereo not drawn) | 93 | -3 | 111 | 2 | 0.8 | 122 | 107 | 21 | -13
CC(=O)Nc1ccc(S(=O)(=O)N(C)CC(=O)OCC(=O)N2CCc3ccccc32)cc1 | x | 4 | x | -1 | 0.8 | x | x | 21 | x

More structures
compound | H69AR inhibit | CD11b adhes inh | Lung fibro prol | Mac1 fbg enh | CYP2C19 activ | ERa SRC1 pot | HUVEC inhibit | CYP2C19 inhib | ERa SRC1 inh
O=C(CNC(=O)C1CCCCC1)NCCCO | 91 | 2 | 107 | -3 | 1.1 | 112 | 104 | -9 | -5
COc1ccc(-c2nsc3c(N4CCN(S(=O)(=O)c5ccccc5)CC4)ncnc23)cc1 | 6.2* | -12 | 90 | 2 | 0.8 | 130 | 73 | 16 | 5[fluorescence artefact?]
Cc1ccc2c(c1)c1c3n2CCN(C(=O)CN2CCN(C)CC2)C3CCC1 (stereo not drawn) | 92 | 14 | 63 | -4 | 0.8 | 89 | 23* | 15 | 7
O=C(Cc1c(F)cccc1Cl)Nc1ccncc1 | 90 | x | 97 | x | 0.2 | 101 | 91 | 82* | -4
CCOC(=O)CCP(=O)(O)C(C)(O)c1ccccc1 (stereo not drawn) | 105 | -52 | 107 | -2 | 1.1 | 107 | 105 | -13 | 2
CNC(=O)c1nc[nH]c1C(=O)NC | 107 | -6 | 104 | 2 | 1.1 | 96 | 103 | -15 | -11
O=C(CC(=O)NC1CCCCC1)N/N=C/c1cccc2ccccc12 | x | -4 | x | 5 | 0.9 | x | x | 6 | x
Cc1nnc(NC(=O)CCC(=O)N2CCN(CCc3ccccc3)CC2)s1 | 91 | -7 | 92 | -1 | 1 | 118 | 93 | 2 | 1[fluorescence artefact?]
COc1ccc(-n2c(Cc3cccn3C)nnc2SCC(=O)NCc2ccco2)cc1 | 92 | -1 | 97 | 2 | 1.1 | 104 | 95 | -12 | 8
CC(=O)Nc1ccc(N2S(=O)(=O)c3ccccc3S2(=O)=O)cc1 | 100 | -19 | 94 | 8 | 0.9 | 118 | 106 | 11 | 2
O=C(COC(=O)c1cccnc1Nc1cccc(C(F)(F)F)c1)NCc1ccc2c(c1)OCO2 | 43 | x | 106 | x | 1.1 | 100 | 37 | -8 | 4
OC1(C(F)(F)F)CC(O)(C(F)(F)F)n2nc(-c3ccccc3)cc2N1 (stereo not drawn) | 87 | 3 | 100 | 26 | 0.8 | 133 | 88 | 15 | -1

More structures:
compound | H69AR inhibit | CD11b adhes inh | Lung fibro prol | Mac1 fbg enh | CYP2C19 activ | ERa SRC1 pot | HUVEC inhibit | CYP2C19 inhib | ERa SRC1 inh
CSc1nc(C)cc(Oc2ccc(OCCOc3ccccc3)nn2)n1 | 95 | 15 | 97 | -2 | 0.9 | 93 | 104 | 14 | -1
Cc1ccc(S(=O)(=O)N(CC(=O)N2CCN(c3ccccc3F)CC2)C2CCCCC2)cc1 | 63 | 1 | 99 | -4 | 0.8 | 86 | 101 | 18 | -6
COc1cc2c(cc1OC)C(C)N(C(=O)C1COc3ccccc3O1)CC2 (stereo not drawn) | 82 | -8 | 100 | -2 | 0.2 | 98 | 113 | 80* | 2
COC(=O)[C@@H](NC(=O)Nc1cc(Cl)ccc1C)C(C)C | 112 | 4 | 96 | -2 | 0.7 | 100 | 103 | 33 | -1
CC(C)(C)n1nc2c(c1NC(=O)c1cccc(C(F)(F)F)c1)CS(=O)C2 (stereo not drawn) | 96 | 0 | 96 | -2 | 0.8 | 98 | 97 | 24 | 10[fluorescence artefact?]
CCCc1c(O)nc(SCCN(CC)CC)n(C(=O)c2ccccc2)c1=O | 93 | 7 | 99 | 0 | 0.9 | 104 | 89 | 8 | -10
COC(=O)C1=C(C)N=C2SC(C)C(=O)N2C1c1ccc(C(=O)OC)cc1 (stereo not drawn) | 97 | 3 | 95 | 1 | 0.2 | 116 | 93 | 78* | -7
O=C(c1ccc(N2CCOCC2)cc1)c1cccs1 | 87 | 23 | 98 | -4 | 0.9 | 111 | 97 | 14 | 0
Cc1ccccc1C(=O)NNC(=S)NC(=O)c1ccc(Cl)cc1Cl | x | 8 | x | -3 | 1 | x | x | 1 | x
COc1ccccc1/C=c1\sc2nc(-c3ccco3)nn2c1=O | 36* | -26 | 97 | -6 | 0.8 | 107[fluorescence artefact?] | 97 | 24 | 74*
CCS(=O)(=O)N1Cc2ccccc2CC1C(=O)NC(C)C12CC3CC(CC(C3)C1)C2 (stereo not drawn) | 88 | 0 | 75 | -2 | 1.1 | 107 | 89 | -12 | -4
CCC(C)[C@H](NC(=O)NCc1cccc(OC)c1)C(=O)OC (stereo partly drawn) | 90 | 1 | 97 | -4 | 0.6 | 132 | 91 | 36 | 13

The closing 3 compounds of the part above are carried over, then new ones follow:
compound | H69AR inhibit | CD11b adhes inh | Lung fibro prol | Mac1 fbg enh | CYP2C19 activ | ERa SRC1 pot | HUVEC inhibit | CYP2C19 inhib | ERa SRC1 inh
COc1ccccc1/C=c1\sc2nc(-c3ccco3)nn2c1=O | 36* | -26 | 97 | -6 | 0.8 | 107[fluorescence artefact?] | 97 | 24 | 74*
CCS(=O)(=O)N1Cc2ccccc2CC1C(=O)NC(C)C12CC3CC(CC(C3)C1)C2 (stereo not drawn) | 88 | 0 | 75 | -2 | 1.1 | 107 | 89 | -12 | -4
CCC(C)[C@H](NC(=O)NCc1cccc(OC)c1)C(=O)OC (stereo partly drawn) | 90 | 1 | 97 | -4 | 0.6 | 132 | 91 | 36 | 13
Cc1ccc(C(=O)CSC2=C(C#N)C(c3ccco3)CC(=O)N2)c(C)c1 (stereo not drawn) | 83 | 10 | 91 | -2 | 0.5 | 69 | 88 | 49 | 60*
O=C(c1ccccc1)N1CCCc2ccccc21 | 105 | x | 93 | x | x | 117 | 93 | x | -8
CCOC(=O)c1c(-c2ccccc2)oc2ccc(O)c(CN3CCCC3)c12 | 5.3* | 2 | 59 | 8 | 0.9 | 75 | 3.5* | 13 | 12
O=C(c1ccccc1)c1ccc(OCCCN2CCCCC2)cc1 | 85 | -1 | 97 | -7 | 1.2 | 95 | 90 | -18 | 12[fluorescence artefact?]
COc1ccccc1-n1c(C)nnc1SCC(N)=O | 95 | 6 | 100 | 2 | 1 | 115 | 97 | 3 | -7
